14-3-3g Raf: alters human 14-3-3 gamma binding to Raf peptide | P61981 | FP, 14-3-3gamma / TMR-pS259-Raf peptide binding | hit rate 0.19% among 160,000 | inhibition, % at 40 µM; in the data active means inhibition above about 30%;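 further: 0% = protein plus tracer without compound and 100% = blank with tracer alone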
Target sequence (P61981 whole entry, looked up): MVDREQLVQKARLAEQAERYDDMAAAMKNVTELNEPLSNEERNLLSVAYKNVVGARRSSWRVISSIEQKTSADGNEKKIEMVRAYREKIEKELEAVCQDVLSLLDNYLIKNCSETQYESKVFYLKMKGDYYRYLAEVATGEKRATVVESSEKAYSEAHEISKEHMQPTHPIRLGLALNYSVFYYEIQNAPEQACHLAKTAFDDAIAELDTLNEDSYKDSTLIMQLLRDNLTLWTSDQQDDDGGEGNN
An asterisk follows results filed as active; & = joins results of further samples. Only part of the results is shown; count on the stated rates, not on these rows.

14-3-3g Raf,Molecule
0,Cc1nc(Nc2ccc(C)c(Cl)c2)c2c3c(sc2n1)CCC3
-9,Cc1ccc(C)c(CSc2nnc([C@@H](N)C(C)C)o2)c1
1,Cc1cccc(N2C(=O)CSC2c2ccc(F)cc2)c1 (stereo not drawn)
-2,CCn1c2ccccc2c2cc(C3C(C#N)=C(N)OC4=C3C(=O)CC(C)(C)C4)ccc21 (stereo not drawn)
-2,CCOC(=O)C(=O)Nc1nnc(COC)s1
1,CN1C(=O)C(O)(C2C(=O)Nc3ccc(Br)cc32)c2cc(Br)ccc21 (stereo not drawn)
1,CCc1cccc(CC)c1NC1=NS(=O)(=O)c2ccccc21
-2,COc1ccccc1C(=O)N1CCn2c1nc1ccccc12
-11,COc1cccc2cc(C(N)=O)c(=Nc3sc4c(c3C#N)CCCC4)oc12
5,O=C(CC1Nc2ccccc2NC1=O)Nc1ccccc1 (stereo not drawn)
3,CCOc1ccc(OCC)c(NS(=O)(=O)c2cccc3nsnc23)c1
3,COc1ccc(C=Nc2ccc(S(=O)(=O)Nc3ccc(OC)nn3)cc2)cc1
-17,CCCCCN=C(C)c1c(O)c2ccccc2oc1=O
-42,CCCCCCSc1nnc2c(n1)OC1(Nc3ccccc3-2)C(=O)Nc2ccc(F)cc21 (stereo not drawn)
0,CC(C)c1c(O)nc(SCC(=O)NCC2CCCO2)[nH]c1=O (stereo not drawn)
0,O=C(CSc1nnc(CNc2ccc(Cl)cc2)n1Cc1ccccc1)NCc1ccco1
-5,CCCCOc1ccc(Cl)cc1CSc1nncn1N
-3,COCCCNC(c1ccccc1)c1ccncc1 (stereo not drawn)
-5,C(=Nc1ccc2c(c1)oc1ccccc12)c1ccncc1
-4,CSCCC(C(=O)Nc1ccc([N+](=O)[O-])cc1)N1C(=O)c2ccccc2C1=O (stereo not drawn)
13,CCCCNC(=O)c1cc(-c2ccccc2OC)on1
-8,CCOC(=O)c1ncn2c1C(=O)OC2(C)C
-11,Cc1ccc(Cn2c(SCC(=O)Nc3cc(C)[nH]n3)nc3c(sc4ccccc43)c2=O)cc1
-11,Cc1cc(C(=O)CN2C(=O)c3ccccc3C2=O)c(C)n1C1CC1
-58,Cc1ccc2c(c1)c(=O)c1ccccc1n2CCCC(=O)Nc1ccc(Br)cn1

Reprinted from the results shown (19 entries):
14-3-3g Raf,Molecule
-2,CCOC(=O)C(=O)Nc1nnc(COC)s1
1,CN1C(=O)C(O)(C2C(=O)Nc3ccc(Br)cc32)c2cc(Br)ccc21 (stereo not drawn)
1,CCc1cccc(CC)c1NC1=NS(=O)(=O)c2ccccc21
-2,COc1ccccc1C(=O)N1CCn2c1nc1ccccc12
-11,COc1cccc2cc(C(N)=O)c(=Nc3sc4c(c3C#N)CCCC4)oc12
5,O=C(CC1Nc2ccccc2NC1=O)Nc1ccccc1 (stereo not drawn)
3,CCOc1ccc(OCC)c(NS(=O)(=O)c2cccc3nsnc23)c1
3,COc1ccc(C=Nc2ccc(S(=O)(=O)Nc3ccc(OC)nn3)cc2)cc1
-17,CCCCCN=C(C)c1c(O)c2ccccc2oc1=O
-42,CCCCCCSc1nnc2c(n1)OC1(Nc3ccccc3-2)C(=O)Nc2ccc(F)cc21 (stereo not drawn)
0,CC(C)c1c(O)nc(SCC(=O)NCC2CCCO2)[nH]c1=O (stereo not drawn)
0,O=C(CSc1nnc(CNc2ccc(Cl)cc2)n1Cc1ccccc1)NCc1ccco1
-5,CCCCOc1ccc(Cl)cc1CSc1nncn1N
-3,COCCCNC(c1ccccc1)c1ccncc1 (stereo not drawn)
-5,C(=Nc1ccc2c(c1)oc1ccccc12)c1ccncc1
-4,CSCCC(C(=O)Nc1ccc([N+](=O)[O-])cc1)N1C(=O)c2ccccc2C1=O (stereo not drawn)
13,CCCCNC(=O)c1cc(-c2ccccc2OC)on1
-8,CCOC(=O)c1ncn2c1C(=O)OC2(C)C
-11,Cc1ccc(Cn2c(SCC(=O)Nc3cc(C)[nH]n3)nc3c(sc4ccccc43)c2=O)cc1

The listing continues:
14-3-3g Raf,Molecule
-5,CC1(C)CC(C(CC(=O)N2CCCC2)Cc2ccccc2)CCO1 (stereo not drawn)
3,Cc1ccc(-n2nc3c(c2NC(=O)c2ccc(Cl)cc2)CSC3)cc1
7,CC(C(=O)OCC(=O)n1c2c(c3ccccc31)CCCC2)N1C(=O)c2ccccc2C1=O (stereo not drawn)
-11,CC(=O)N1CCN(c2ccccc2NC(=O)c2cc(Br)ccc2Cl)CC1
0,Cn1c(C(=O)N2CCN(c3ccc(F)cc3)CC2)cc2c(=O)n(C)c3ccccc3c21
-3,COCCCn1c(CCC(=O)O)ccc1-c1ccc(F)cc1
4,CCn1c(CCCNC(=O)c2cccc(C)c2)nc2ccccc21
-3,Cc1ccccc1Cn1c(SCc2ccc(F)cc2)nc2c1c(=O)n(C)c(=O)n2C
-2,O=C(NC1CCCC1)c1cc(-c2ccccn2)nc2ccccc12
-4,COc1cccc(CNC(=O)Cn2c(=O)oc3cc(Cl)ccc32)c1
2,COc1ccc(CCNC(=O)c2ccc3c(c2)NC(=O)CS3)cc1OC
-6,COc1ccc2c(c1)OC1(C)CC2C(C(=O)c2ccccc2OC)C(=O)N1 (stereo not drawn)
-20,CN(C(=O)CCCN1C(=O)c2ccccc2C1=O)C1CC(C)(C)N(C)C(C)(C)C1
-9,CSc1oc(-c2ccco2)nc1S(=O)(=O)c1ccc(F)cc1
1,COc1ccccc1N1CCN(C(=O)c2cccc(N3C(=O)NC4CC3(C)Oc3ccc(Cl)cc34)c2)CC1 (stereo not drawn)
-1,CN(c1ccccc1)S(=O)(=O)c1cc(C(=O)c2nccn2C)ccc1Cl
2,COc1cc2c(C(=O)N3CCN(c4ncccn4)CC3)cn(CC(C)C)c(=O)c2cc1OC
-12,Cc1nn(CCCC(=O)Nc2cc(Oc3ccc4c(c3)CCC4)cc([N+](=O)[O-])c2)c(C)c1[N+](=O)[O-]
2,COC(=O)c1cccc(NC(=O)CN2CCN(c3ccc(OC)cc3)CC2)c1
-14,O=C(c1ccc(Cn2c(=S)[nH]c3cc4c(cc3c2=O)OCO4)cc1)N1CCN(c2cccc(Cl)c2)CC1
-11,Cc1cc(O)cc(O)c1-c1onc(C(F)(F)F)c1-c1cscn1
-4,O=C(Nc1ccc2nccnc2c1)c1cnccn1
-22,Nc1ccc(-c2ccc(N)c([N+](=O)[O-])c2)cc1[N+](=O)[O-]
-3,CCOC(=O)C1CCCN(S(=O)(=O)c2cc(Br)cc3c2N(C(=O)CC)CC3)C1 (stereo not drawn)
-8,Cc1cccc2cc(CN(Cc3ccco3)C(=O)NC3CCCCC3)c(=O)[nH]c12

Next compounds
14-3-3g Raf,Molecule
-7,COc1ccc(Cl)cc1NC(=O)Cn1ncc2c(=O)oc3ccccc3c21
-7,Cc1ccc(-c2nc3cc(NC(=O)C(C)C)ccc3o2)cc1C
-8,O=C(OCn1nnc2ccccc2c1=O)c1ccc(Br)o1
3,COc1cc(Cn2c(=O)oc3ccc(C)cc32)ccc1OC(C)C
-3,Cn1c(=O)c2cc(C(=O)N3CCCC3)sc2c2ccc(Cl)cc21
0,Cn1c2ccccc2c2c(C(=O)N3CCN(c4ccc(Cl)cc4)CC3)cn(C3CCCC3)c(=O)c21
-3,CC1CCc2c(sc(NC(=O)COc3cccc(Cl)c3)c2C#N)C1 (stereo not drawn)
-7,COC(=O)C1=C(C(=O)OC)SC(=C2C(=S)C(C)(C)N(C(C)=O)c3ccc(OC)cc32)S1
2,O=S1(=O)c2ccccc2NC(c2ccc(Cl)cc2)N1Cc1ccccc1 (stereo not drawn)
0,N/C(=N\c1nc2ccccc2o1)NC(=O)c1cc([N+](=O)[O-])ccc1Cl
4,CCCCN(C)S(=O)(=O)c1cc(C(=O)Nc2cccc(C(F)(F)F)c2)ccc1F
4,O=c1c2ccccc2n(Cc2cccc(Cl)c2)c(=O)n1-c1cccc(F)c1
-7,CC(C)C(C)(NC(=O)c1cccnc1Oc1ccc(Cl)cc1)C(N)=O (stereo not drawn)
1,CC(=O)Nc1cc(C(=O)N2CCN(c3cc(Cl)ccc3C)CC2)ccc1Sc1ccc(C)cc1
-8,CC1CCC(NC(=O)C2c3ccccc3C(=O)N2CCc2ccc(Cl)cc2)CC1 (stereo not drawn)
-4,NC(=O)C1CCN(C(=O)C2c3ccccc3C(=O)N3CCc4ccccc4C23)CC1 (stereo not drawn)
-9,CCOC(=O)c1[nH]c2ccccc2c1NC(=O)c1cccc(OC)c1
-3,Cc1ccc(C(=O)N2CCN(Cc3ccccc3)CC2)cc1[N+](=O)[O-]
0,COCCNC(=O)C(c1ccc(O)cc1)N(Cc1ccco1)C(=O)CCC(=O)Nc1nccs1 (stereo not drawn)
-13,Cc1ccc(C)c(NC(=O)c2cc3c(=O)n4ccccc4nc3s2)c1
2,CCN1C(=O)c2cccc3c(S(=O)(=O)Nc4ccccc4OC)ccc1c23
-38,COc1ccc(O)c(C=Nc2sc(C)c(C)c2C#N)c1
-22,Cc1cc2cc(CNC(=O)Nc3ccccc3)ccc2n1C
-29,CC1CCC(OC(=O)CCC(=O)Nc2sc3c(c2C#N)CCCC3)CC1C (stereo not drawn)
4,CCOc1ccc(N=c2oc3c(C)ncc(CO)c3cc2C(=O)Nc2cccc(C)c2)cc1

The listing continues:
14-3-3g Raf,Molecule
-8,CCN(CC)c1ccc(CNc2ccc3c(c2)ncn3CC)cc1
4,Cc1ccc(C(=O)Nc2ccccc2C(C)C)cc1
10,CCc1ccccc1NC(=O)CN1CCCN(S(=O)(=O)c2ccc(Br)cc2)CC1
-10,COc1ccc(NC(=O)C2C3NC(=S)N(c4cccc(Cl)c4)C2(C)Oc2ccc(OC)cc23)cc1 (stereo not drawn)
-20,Cc1cccc(C)c1N1C(=O)c2ccc([N+](=O)[O-])c3c([N+](=O)[O-])ccc(c23)C1=O
8,Clc1cccc(Nc2nc(-c3ccccc3)nc3ccccc23)c1
-5,CC(C)C[C@H](NC(=O)OC(C)(C)C)c1nnc(SCC(=O)Nc2ccc(Br)cc2)o1
-12,Cc1ccc(-c2csc3nc4c5ccccc5c(N5CCOCC5)nn4c(=O)c23)cc1
-2,CCOc1ccc(CNC(=O)CCn2c(=O)oc3ccccc32)cc1OC
-2,CC12CC(NC(=O)N1c1ccc(F)cc1)c1cc(Br)ccc1O2 (stereo not drawn)
-2,Cc1ccc(CNC(=O)CCC2Nc3c4ccccc4nc(=S)n3C2=O)cc1 (stereo not drawn)
-3,CCOC(=O)c1cccnc1NCc1ccccc1Cl
-4,O=C(CSc1nc(N2CCCCC2)nc(N2CCCCC2)n1)Nc1nccs1
-2,CCOc1ccc(N(CC(=O)NC(C)CC)S(=O)(=O)c2c(C)noc2C)cc1 (stereo not drawn)
-2,COc1cc(Cl)cc(C2NC(=O)NC(C)=C2C(=O)NCc2ccccc2)c1O (stereo not drawn)
1,COc1ccc(C2=NN(C(=O)c3ccc(Br)cc3)C(c3ccc(OC)cc3)C2)cc1 (stereo not drawn)
-2&-4,Cc1c(C(=O)OCCOc2ccccc2)[nH]c2c1C(=O)CCC2
-1,O=C(Nc1ccc(Nc2ccccc2)cc1)c1ccc(Br)o1
-70,COc1ccc2cc3cc(C(=O)Nc4ccc(C)cc4Cl)oc3nc2c1
-4,CCCCC(=O)Nc1c2c(nn1-c1ccc(F)cc1)CS(=O)(=O)C2
-4,CC(C)(C)n1nc2c(c1NC(=O)c1ccccc1C(F)(F)F)CSC2
-12&2,Cc1ccccc1-c1nnc(SCC(=O)NC2CCCCC2)o1
-94,c1ccc(COc2cccc(C3Nc4cccc5cccc(c45)N3)c2)cc1
-29,COc1ccc(N2Cc3cccc(C(=O)Nc4ccc(C)cc4)c3C2=O)cc1
-8,COc1ccc(CCn2c(-c3ccc(Cl)cc3)cn3c4c(=O)n(C)c(=O)n(C)c4nc23)cc1OC

Other entries:
14-3-3g Raf,Molecule
13,COc1nc(Cl)cc(C)c1C(=O)NCc1ccccc1
-7,Cc1ccc(C)c(OCC(=O)Nc2ccc(S(=O)(=O)Nc3nccs3)cc2)c1C
-8,CCN(CC)c1ccc2cc(C(N)=O)c(=Nc3cccc(C)c3)oc2c1
-3,Cc1onc(-c2ccccc2Cl)c1C(=O)NCCc1ccc(F)cc1
-5,CCCCN1C(=O)C2ON(c3ccccc3)C(c3cc(Br)ccc3O)C2C1=O (stereo not drawn)
0,O=c1[nH]c2ccccc2nc1C(F)(F)C(F)F
3,NC(=O)C1CCN(C2CC(=O)N(c3cccc(F)c3)C2=O)CC1 (stereo not drawn)
-194,Cc1nc(N)sc1-c1csc(Nc2cccc(Cl)c2C)n1
1,Cc1ccccc1C1C=C(c2ccc(Br)cc2)Nc2ncnn21 (stereo not drawn)
-3,CCCOc1ccc(C(=O)Nc2ccc3nn(-c4ccc(CC)cc4)nc3c2)cc1
-7,CCOC(=O)Oc1ccc2c(c1)C(C)=CC(C)(C)N2
4&0,COc1ccc(Br)cc1CNC(=O)C1CCN(S(=O)(=O)N2CCCC2)CC1
11,CCN(C(=O)c1cc2cc3ccc(C)cc3nc2o1)c1cc(Cl)ccc1OC
-1,O=c1c2ccccc2nc(SCc2ccc([N+](=O)[O-])cc2)n1-c1ccc(F)cc1
-20,COc1ccc(NC(=O)C2CCN(S(=O)(=O)c3cccs3)CC2)c(OC)c1
0,CCC(C)C(NC(=O)C1CCC(C)CC1)C(=O)NCc1cccnc1 (stereo not drawn)
-3,COc1cc2c(cc1OC)CC(C)(C)N(Cc1ccco1)C2
-66,CC(C)c1ccc(-c2csc(NC(=O)c3ccc(S(=O)(=O)N4CCc5ccccc54)cc3)n2)cc1
-3,COc1ccc(OC)c(NC(=O)CCCn2c(=S)[nH]c3ccccc3c2=O)c1
-5,COC(=O)c1ccc(C2C3=C(CC(C)(C)CC3=O)N(c3cccc(C(F)(F)F)c3)C3=C2C(=O)CC(C)(C)C3)cc1
-1,CCn1cc(C(=O)NCCc2ccc(Cl)cc2)c2cc(OC)c(OC)cc2c1=O
-1,COc1cccc(C(=O)N2CCN(Cc3ccco3)CC2)c1OC

Screens as filed in PubChem BioAssay.
